High-throughput results: PubChem BioAssay, Broad Institute
C2C12 statin = protects C2C12 myotubes from simvastatin toxicity. ATP luminescence, 48 h; scaled: DMSO 0, geranylgeraniol control 100. 330,000 tested, 0.78% active. rescue of ATP level, % at 7.49 µM;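 active = mean ATP rescue above about 67%, or every replicate alone reaching that limit, limit read from the data, passing the limit was not always enough; inconclusive = no clear call, values can overlap the other calls; inactive = mean under the limit and some replicate under it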;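 note: myotubes were challenged with 10 µM simvastatin during compound exposure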
E-selectin induc = E-selectin induction on HUVECs | AID 686992 | P16581 | 260,000 tested, 0.37% active | HUVEC E-selectin immunofluorescence imaging; normalized: neutral wells 0, TNF-alpha wells 100 | activation, % at 7.58 µM;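 active = mean E-selectin-positive cell signal at least 10% of the positive control, reached in at least 60% of replicates, without over 20% cell loss; inconclusive = no rule given, readout overlaps actives, possibly toxicity-flagged; inactive = the rest, including those meeting only one limit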;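 note: in these data hits start at about 27%; measured in HUVEC primary endothelial cells; signal is the percent of cells scored E-selectin positive by PE staining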
Target sequence (P16581 whole entry, looked up): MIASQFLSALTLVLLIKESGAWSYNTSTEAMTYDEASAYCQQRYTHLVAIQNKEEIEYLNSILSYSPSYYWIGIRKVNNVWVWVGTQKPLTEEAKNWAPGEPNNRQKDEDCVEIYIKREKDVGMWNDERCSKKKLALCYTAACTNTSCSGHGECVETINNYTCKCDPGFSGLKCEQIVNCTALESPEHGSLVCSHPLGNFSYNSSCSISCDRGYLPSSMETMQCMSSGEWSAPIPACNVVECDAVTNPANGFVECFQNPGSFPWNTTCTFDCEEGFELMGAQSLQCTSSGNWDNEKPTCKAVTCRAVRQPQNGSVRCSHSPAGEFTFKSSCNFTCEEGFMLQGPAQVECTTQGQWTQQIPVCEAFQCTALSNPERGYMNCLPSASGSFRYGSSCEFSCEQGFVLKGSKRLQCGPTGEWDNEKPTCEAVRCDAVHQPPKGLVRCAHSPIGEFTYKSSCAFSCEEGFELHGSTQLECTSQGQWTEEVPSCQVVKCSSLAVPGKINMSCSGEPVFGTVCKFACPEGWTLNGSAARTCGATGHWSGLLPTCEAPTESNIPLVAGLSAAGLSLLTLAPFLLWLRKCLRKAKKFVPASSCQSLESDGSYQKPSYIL
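System: HUVEC, human umbilical vein endothelial cells; quantity: 3,000 cells/well; buffer or medium: EGM-2 medium, gelatin-coated wells; dosing: single-point compound dose; detection: immunofluorescence imaging; evaluation: % PE-positive cells; benchmarks: TNF-alpha, DMSO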
SIRT5 block = sirtuin-5 (human) deacylase inhibition. Q9NXA8. 330,000 tested, 1.1% active. inhibition, % at 15 µM. Purified SirT5, succinyl-peptide AMC, trypsin-coupled fluorescence. AID 652115; in the data active = inhibition above about 15%; inconclusive = no clear call, values can overlap the other calls
Target sequence (Q9NXA8 whole entry, looked up): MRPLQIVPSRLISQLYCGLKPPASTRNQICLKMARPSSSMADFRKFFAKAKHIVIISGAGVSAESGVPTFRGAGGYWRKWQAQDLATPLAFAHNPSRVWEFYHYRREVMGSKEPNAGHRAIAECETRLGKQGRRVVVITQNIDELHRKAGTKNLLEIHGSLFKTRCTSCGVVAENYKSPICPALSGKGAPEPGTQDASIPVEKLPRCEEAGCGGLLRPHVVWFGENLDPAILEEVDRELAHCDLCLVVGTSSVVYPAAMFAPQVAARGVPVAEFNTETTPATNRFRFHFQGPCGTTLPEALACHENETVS
ERp5 block = blocks human ERp5 reductase activity on insulin; Q15084; ERp5 insulin aggregation, absorbance 650 nm, 90 min; inhibition, % at 9.99 µM; 350,000 tested, 0.05% active; AID 651711;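 active = mean replicate inhibition above about 25%, with every replicate also reaching it, limit read from the data, passing the limit was not always enough; inconclusive = only one of those two criteria met; inactive = neither criterion met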
S100A4 inh HTS = S100A4-myosin IIA interaction inhibition; P26447; S100A4/TAMRA-MyoIIA peptide fluorescence polarization; inhibition, % at 10.7 µM; 360,000 tested, 0.14% active;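 active = mean inhibition of at least 70% across replicates, with every replicate also reaching that level; inconclusive = mean inhibition reaches 70% but some replicates fall short; inactive = mean inhibition below 70%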
Target sequence (P26447 whole entry, looked up): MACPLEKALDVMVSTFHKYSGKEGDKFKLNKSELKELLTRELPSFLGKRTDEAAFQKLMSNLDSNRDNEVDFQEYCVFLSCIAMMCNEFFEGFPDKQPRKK
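Material: human S100A4 monomer with TAMRA-labelled myosin IIA peptide; buffer or medium: HEPES pH 7.2 with CaCl2, KCl, NaCl, DTT, Triton; compound dosing: one concentration per compound; schedule: 5 min incubation before reading; benchmarks: neutral control DMSO, positive control TFP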
PglD inh = blocks C. jejuni PglD acetyltransferase activity; 360,000 tested, 0.098% active; purified PglD enzyme, DTNB colorimetric CoA detection; inhibition, % at 12.5 µM; in the data active = inhibition above about 16%, passing the limit was not always enough; inconclusive = no clear call, values can overlap the other calls; note: strong numbers were not always called active
DENV2 CPE = inhibitors of DENV2 cytopathic effect; 350,000 tested, 1.7% active; CPE inhibition, % at 9.99 µM; DENV2-infected cells, cytopathic effect rescue, plate reader; in the data active = CPE inhibition above about 20%, passing the limit was not always enough; inconclusive = no clear call, values can overlap the other calls; tested in BHK-21 cells;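 note: 0% = median of neutral control wells and 100% = median of positive control wells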
* = called active by the depositor; & = joins results of further samples.

How did CCC(=O)NNc1nc2c(F)cccc2s1 do in these assays?
C2C12 statin: 20; SIRT5 block: 0; ERp5 block: -7; S100A4 inh HTS: -3; PglD inh: -2; DENV2 CPE: 6

What do the screens show for `COc1ccc(C2CC(c3cccc(OC)c3)n3nc(N)nc3N2)cc1` (stereo not drawn)?
C2C12 statin: 13; E-selectin induc: inconclusive; ERp5 block: 1; S100A4 inh HTS: 4; PglD inh: -3; DENV2 CPE: -4

How did O=C(Nc1cccc(Cl)c1)N[C@H]1CC[C@@H](CCNC(=O)C2CCCC2)O[C@H]1CO do in these assays?
C2C12 statin: 5; E-selectin induc: 0.0; SIRT5 block: 2; ERp5 block: 0; S100A4 inh HTS: -1; PglD inh: -3; DENV2 CPE: -8

How did CC1(C(=O)Nc2cccc3cccnc23)CCN1Cc1cccc2c1OCO2 (stereo not drawn) do in these assays?
C2C12 statin: 16; E-selectin induc: -0.1; SIRT5 block: 3; ERp5 block: -2; S100A4 inh HTS: 0; PglD inh: 2; DENV2 CPE: 7

What do the screens show for `CS(=O)(=O)c1ccc(Cl)c(NC(=O)C2CCCN(C(=O)c3ccc(Cl)cc3)C2)c1` (stereo not drawn)?
C2C12 statin: -7; SIRT5 block: 1; ERp5 block: -1; S100A4 inh HTS: 0; PglD inh: 7; DENV2 CPE: -14

Results for CC(=O)C1=C(c2ccccc2)N(C(C)=O)n2c(C)nnc2S1 ?
C2C12 statin: -6; SIRT5 block: -4; ERp5 block: 1; S100A4 inh HTS: 0; PglD inh: -1; DENV2 CPE: 9

Results for CCOc1ccc(C(=O)NCC(=O)NNC(=O)C2COc3ccccc3O2)cc1OCC (stereo not drawn) ?
C2C12 statin: -12; SIRT5 block: 0; ERp5 block: -14; S100A4 inh HTS: -1; PglD inh: 0; DENV2 CPE: 3

How did C[C@H](CO)N1C[C@H](C)[C@@H](CN(C)Cc2ccc(C(=O)O)cc2)Oc2c(NC(=O)c3cnccn3)cccc2C1=O do in these assays?
E-selectin induc: -2.8; SIRT5 block: 0; ERp5 block: -5; S100A4 inh HTS: -8; PglD inh: 0; DENV2 CPE: 3

What do the screens show for `CCCC(=O)Oc1ccc(C2NC(=O)c3ccccc3O2)cc1` (stereo not drawn)?
C2C12 statin: 8; E-selectin induc: -0.4; SIRT5 block: -1; ERp5 block: 1; S100A4 inh HTS: -3; PglD inh: -1; DENV2 CPE: 1

How did COc1ccccc1C(=O)NC1CC2CCC(C1)N2Cc1ccccc1 (stereo not drawn) do in these assays?
C2C12 statin: -9; E-selectin induc: 0.1; SIRT5 block: 0; ERp5 block: -1; S100A4 inh HTS: 0; PglD inh: -2; DENV2 CPE: 8

What do the screens show for `CC(=O)NCCC(=O)Nc1cccc(S(=O)(=O)N(C)c2ccccc2)c1`?
C2C12 statin: 0; E-selectin induc: -0.2; PglD inh: 8

How did CS(=O)(=O)Nc1ccc2c(c1)[C@H]1C[C@@H](CC(=O)NCC(F)(F)F)O[C@H](CO)[C@H]1O2 do in these assays?
C2C12 statin: -5; E-selectin induc: -0.1; SIRT5 block: 0; ERp5 block: 0; S100A4 inh HTS: -10; PglD inh: 0; DENV2 CPE: -3

How did CN(C)S(=O)(=O)N(CC(=O)N1CCC(Cc2ccccc2)CC1)c1ccccc1 do in these assays?
C2C12 statin: 12; E-selectin induc: 1.9; SIRT5 block: -7; ERp5 block: -8; S100A4 inh HTS: -14; PglD inh: 6; DENV2 CPE: -4

What do the screens show for `O=C(C[C@@H]1CC[C@H]2[C@@H](COC[C@@H](O)CN2C(=O)Nc2cc(Cl)cc(Cl)c2)O1)NCC1CC1`?
C2C12 statin: -6; E-selectin induc: 0.2; SIRT5 block: -1; ERp5 block: 9; S100A4 inh HTS: 5; PglD inh: -1; DENV2 CPE: 1

How did CN(C)C(=O)C[C@@H]1C[C@@H]2c3cc(NC(=O)NC4CCCCC4)ccc3O[C@@H]2[C@@H](CO)O1 do in these assays?
C2C12 statin: -4; E-selectin induc: -0.5; SIRT5 block: -1; ERp5 block: 2; S100A4 inh HTS: 9; PglD inh: 0; DENV2 CPE: -8

How did Cc1ccc(CNC(=O)c2ccccc2N(C)S(C)(=O)=O)cc1 do in these assays?
SIRT5 block: -1; ERp5 block: 0; S100A4 inh HTS: -1; DENV2 CPE: 7

Results for CC(c1nc2ccccc2[nH]1)n1c(=O)c(-c2cccnc2)nc2ccccc21 (stereo not drawn) ?
E-selectin induc: 0.0; SIRT5 block: -2; ERp5 block: -2; S100A4 inh HTS: -2; DENV2 CPE: 3

Results for N#C[C@@H]1[C@@H](c2ccc(C#CC3CC3)cc2)[C@@H](CO)N1C(=O)Cc1ccccn1 ?
C2C12 statin: -4; E-selectin induc: 2.7; SIRT5 block: 0; ERp5 block: 0; S100A4 inh HTS: 0; PglD inh: 1; DENV2 CPE: 1

Results for O=C(C[C@H]1CC[C@H](NC(=O)c2cccc(F)c2)[C@@H](CO)O1)NCc1ccc(Oc2ccccc2)cc1 ?
C2C12 statin: 6; E-selectin induc: -0.4; SIRT5 block: 3; ERp5 block: 1; S100A4 inh HTS: 8; PglD inh: -2; DENV2 CPE: 13

Results for C[C@H](CO)N1C[C@H](C)[C@@H](CN(C)CC2CCCC2)Oc2cc(C#CCN(C)C)ccc2S1(=O)=O ?
E-selectin induc: 0.2; ERp5 block: 8; S100A4 inh HTS: 2; DENV2 CPE: 9

How did CC(C)c1ccc(C2NC(=S)NC3=C2C(=O)CC(C)(C)C3)cc1 (stereo not drawn) do in these assays?
E-selectin induc: -0.1; SIRT5 block: -2; ERp5 block: 5; S100A4 inh HTS: 2; DENV2 CPE: 0

What do the screens show for `O=C(O)C[C@H]1C[C@@H]2c3cc(NC(=O)Nc4ccc(C(F)(F)F)cc4)ccc3O[C@@H]2[C@H](CO)O1`?
C2C12 statin: 2; E-selectin induc: 0.4; SIRT5 block: 0; ERp5 block: 7; S100A4 inh HTS: -2; PglD inh: 2; DENV2 CPE: 3

What do the screens show for `Nc1c(/C=C2/C=CC(=O)C(O)=C2)c(=O)nc2sc(CC(=O)N3CCCC3)nn12`?
C2C12 statin: 0; SIRT5 block: 29*; ERp5 block: 0; S100A4 inh HTS: -2; PglD inh: -1; DENV2 CPE: 6

How did O=C(CSc1cn(CCNC(=O)c2cccs2)c2ccccc12)NC1CCCCC1 do in these assays?
C2C12 statin: -3; SIRT5 block: -9; ERp5 block: 0; S100A4 inh HTS: 2; PglD inh: 2; DENV2 CPE: inconclusive

Results for CC(C)NC(=O)N(C)C[C@H]1Oc2ccc(NC(=O)Nc3ccc(C(F)(F)F)cc3)cc2C(=O)N([C@H](C)CO)C[C@@H]1C ?
C2C12 statin: 21&28; E-selectin induc: 0.0&0.1; SIRT5 block: -1; ERp5 block: -2&1; S100A4 inh HTS: 0&5; PglD inh: 5&1; DENV2 CPE: -2&1

What do the screens show for `CCn1c(CNC(=O)c2ccccc2F)cc2ccccc21`?
C2C12 statin: 3; E-selectin induc: 0.1; SIRT5 block: -1; ERp5 block: 0; S100A4 inh HTS: 13; PglD inh: -4; DENV2 CPE: 4

How did CCOC(=O)C/C(C)=N\Nc1nc(-c2ccccc2)cs1 do in these assays?
E-selectin induc: 0.3; SIRT5 block: -2; ERp5 block: 3; S100A4 inh HTS: -1; DENV2 CPE: -4

How did Cc1ccc(S(=O)(=O)N(C)C[C@@H]2Oc3c(cccc3N(C)C)C(=O)N([C@H](C)CO)C[C@@H]2C)cc1 do in these assays?
C2C12 statin: -19; E-selectin induc: -34; ERp5 block: -4; S100A4 inh HTS: 14; PglD inh: 0; DENV2 CPE: 2

Results for CCn1c(C)c(C)c2cc(C(=O)NCCN3CCOCC3)ccc21 ?
C2C12 statin: -19; SIRT5 block: 0; ERp5 block: 5; S100A4 inh HTS: -5; PglD inh: 5; DENV2 CPE: -6

How did O=C(C[C@@H]1CC[C@H]2[C@@H](COC[C@H](O)CN2Cc2cccc(C(F)(F)F)c2)O1)NCCc1ccncc1 do in these assays?
C2C12 statin: 18; E-selectin induc: 0.1; PglD inh: 1; DENV2 CPE: -1

What do the screens show for `Cc1sc2ncn(CC(=O)N3CCN(c4ccccc4F)CC3)c(=O)c2c1S(=O)(=O)N1CCOCC1`?
C2C12 statin: -2; E-selectin induc: 0.4; SIRT5 block: -2; ERp5 block: -6; S100A4 inh HTS: 2; PglD inh: -10; DENV2 CPE: 4

Results for CCC(C)NC(=O)CSc1nnc(-c2cc(OC)c(OC)c(OC)c2)c(-c2cc(OC)c(OC)c(OC)c2)n1 (stereo not drawn) ?
C2C12 statin: 4; E-selectin induc: 0.2; SIRT5 block: 1; ERp5 block: 5; S100A4 inh HTS: -1; PglD inh: 13; DENV2 CPE: -2

What do the screens show for `Cc1cc([N+](=O)[O-])nn1CC(=O)NNC(=S)Nc1ccc([N+](=O)[O-])cc1`?
C2C12 statin: 3; SIRT5 block: 4; ERp5 block: -3; S100A4 inh HTS: -2; PglD inh: -5; DENV2 CPE: 1

Results for O=C(Nc1nc(-c2ccc(F)c(F)c2)cs1)c1cnccn1 ?
SIRT5 block: -8; ERp5 block: 7; S100A4 inh HTS: -4; DENV2 CPE: 1

How did CN(C)S(=O)(=O)c1ccc(NC(=O)CN2CCOCC2)cc1 do in these assays?
C2C12 statin: -1; E-selectin induc: -0.3; SIRT5 block: -1; ERp5 block: -3; S100A4 inh HTS: -64; DENV2 CPE: -6

What do the screens show for `C[C@@H]1CN([C@@H](C)CO)C(=O)c2cc(NC(=O)c3ccccc3)ccc2O[C@@H](C)CCCCO[C@@H]1CN(C)C(=O)Nc1ccc(C(F)(F)F)cc1`?
C2C12 statin: -19; E-selectin induc: 0.0; SIRT5 block: 1; ERp5 block: -3; S100A4 inh HTS: 8; PglD inh: 2; DENV2 CPE: -6

Results for Cc1ccc(S(=O)(=O)N(C)/N=C/c2ccc(N(C)C)cc2)cc1 ?
C2C12 statin: 3; E-selectin induc: 0.0; SIRT5 block: -1; ERp5 block: 1; S100A4 inh HTS: -3; PglD inh: -5; DENV2 CPE: 6

What do the screens show for `CCn1c(CNC(=O)c2ccco2)nnc1SCC(=O)Nc1cc(F)ccc1C`?
C2C12 statin: -7; E-selectin induc: -0.1; SIRT5 block: 0; ERp5 block: 1; S100A4 inh HTS: -6; PglD inh: 1; DENV2 CPE: -3

Results for CO[C@H]1CN(C)C(=O)c2cc(C#N)ccc2OCC[C@@H]2CC[C@@H](OC)[C@H](CN(C)C(=O)[C@H]1C)O2 ?
C2C12 statin: 0; E-selectin induc: 0.1; SIRT5 block: 1; ERp5 block: -1; S100A4 inh HTS: 1; PglD inh: 0; DENV2 CPE: 8

How did COc1ccc2c3c(n(C)c2c1)[C@@H](CO)N(Cc1ccccc1OC)CC31CCN(CC2CCOCC2)CC1 do in these assays?
E-selectin induc: -0.5; SIRT5 block: -2; ERp5 block: 12; S100A4 inh HTS: 0; DENV2 CPE: -1

Results for COc1ccc(-c2ccc(C(=O)NC3CCCCC3)c3occc23)c(C)c1 ?
C2C12 statin: -1; E-selectin induc: -0.2; SIRT5 block: -5; ERp5 block: 1; S100A4 inh HTS: -1; PglD inh: 7; DENV2 CPE: 0

Arranged by formula weight (largest number first): part of the list above
What do the screens show for `C[C@@H]1CN([C@@H](C)CO)C(=O)c2cc(NC(=O)c3ccccc3)ccc2O[C@@H](C)CCCCO[C@@H]1CN(C)C(=O)Nc1ccc(C(F)(F)F)cc1`?
C2C12 statin: -19; E-selectin induc: 0.0; SIRT5 block: 1; ERp5 block: -3; S100A4 inh HTS: 8; PglD inh: 2; DENV2 CPE: -6

How did O=C(C[C@@H]1CC[C@H]2[C@@H](COC[C@H](O)CN2Cc2cccc(C(F)(F)F)c2)O1)NCCc1ccncc1 do in these assays?
C2C12 statin: 18; E-selectin induc: 0.1; PglD inh: 1; DENV2 CPE: -1

What do the screens show for `CCn1c(CNC(=O)c2ccco2)nnc1SCC(=O)Nc1cc(F)ccc1C`?
C2C12 statin: -7; E-selectin induc: -0.1; SIRT5 block: 0; ERp5 block: 1; S100A4 inh HTS: -6; PglD inh: 1; DENV2 CPE: -3

An excerpt; rates above refer to the full screens.
